Source: PubChem BioAssay
PfGluPho inh: PfG6PD (Plasmodium falciparum) enzyme inhibition | PfGluPho enzyme, NADPH resazurin-diaphorase fluorescence | inhibition, % at 20 µM | 350,000 compounds, 0.78% hits | AID 504690;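 active = inhibition reaching at least a set limit at 20 µM in the primary screen, cut at about 59% in these data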;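 also: 0% = DMSO wells with substrate and 100% = DMSO wells lacking glucose-6-phosphate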
SENP8 block-1: inhibitors of human SENP8 protease; Q96LD8; purified SENP8, Z-RLRGG-aminoluciferin cleavage, luminescence; inhibition, % at 10 µM; 330,000 compounds, 1.2% hits; AID 2540; in the data active = inhibition above about 50%
Target sequence (Q96LD8 whole entry, looked up): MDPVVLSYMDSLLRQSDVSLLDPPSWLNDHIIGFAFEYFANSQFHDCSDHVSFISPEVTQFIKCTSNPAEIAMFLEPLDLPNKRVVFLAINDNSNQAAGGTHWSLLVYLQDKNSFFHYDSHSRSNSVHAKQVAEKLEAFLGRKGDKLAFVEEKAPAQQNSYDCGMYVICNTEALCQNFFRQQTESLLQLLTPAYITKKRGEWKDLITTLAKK
SENP8 block-2: SENP8 (human) protease inhibition; Q96LD8; recombinant SENP8, Nedd8 substrate fluorescence; AID 602440; 360,000 compounds, 0.64% hits; inhibition, % at 20 µM; in the data active = inhibition mostly above about 40%, no sharp cut-off; inactive = mostly below about 27%
SENP7 inh: blocks the human protease SENP7; Q9BQF6; recombinant SENP7, Z-RLRGG-aminoluciferin luminescence, 40 min; inhibition, % at 5 µM; 330,000 compounds, 1.5% hits; AID 434973;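 active = inhibition above about 50% at the single test dose, limit read from the data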;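 also: plate controls were DMSO with enzyme for no effect and no enzyme buffer wells for full effect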
Target sequence (Q9BQF6 706-1050 limits assumed): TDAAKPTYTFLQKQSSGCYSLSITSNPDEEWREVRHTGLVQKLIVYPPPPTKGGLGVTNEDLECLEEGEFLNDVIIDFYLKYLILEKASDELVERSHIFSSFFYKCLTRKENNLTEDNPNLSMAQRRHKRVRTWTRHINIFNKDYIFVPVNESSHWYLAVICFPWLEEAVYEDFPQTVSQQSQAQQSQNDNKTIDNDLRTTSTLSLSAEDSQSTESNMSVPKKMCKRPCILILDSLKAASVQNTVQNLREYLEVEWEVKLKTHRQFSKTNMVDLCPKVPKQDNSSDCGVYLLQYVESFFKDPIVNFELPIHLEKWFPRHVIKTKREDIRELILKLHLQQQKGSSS
MIN6 prolif: induces beta-cell replication in MIN6 cells; MIN6 cells proliferation, ATPlite luminescence, 48 h; cells starved in 0.2% serum; 100% = growth in 10% serum; proliferation, % at 10 µM; 330,000 compounds, 0.29% hits; AID 2380;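 active = compounds whose signal lies at least 3.5 SD above the mean of all wells on their plate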;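 also: 0% = DMSO-treated cells in low-serum medium and 100% = 10% serum control; some compounds called inactive have numbers as strong as hits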
SENP6 block: SENP6 protease inhibition | Q9GZR1 | Recombinant SENP6 catalytic domain, aminoluciferin luminescence | inhibition, % at 10 µM | 330,000 compounds, 1.8% hits | AID 2599;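 active = inhibition above about 50% at the single tested dose, limit read from the data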;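 also: plate controls were DMSO wells with enzyme for no effect and DMSO wells lacking enzyme for full effect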
HKDC1 inhibitor: blocks human hexokinase HKDC1 activity; inhibition, % at 20 µM; recombinant HKDC1, G6PDH/diaphorase resazurin coupled fluorescence; Q2TB90; 340,000 compounds, 0.16% hits;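 active = inhibition above about 35% when tested at 20 µM, limit read from the data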;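 also: plate controls were DMSO wells with enzyme for no effect and DMSO wells lacking enzyme for full effect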
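Assay system – recombinant HKDC1 (HK5) hexokinase enzyme, produced in-house · Input – HKDC1 at 5 µg/mL · Reagent – glucose plus 1 mM ATP as hexokinase substrates · Timing – 90 min reaction incubation at room temperature, dark · Measured by – G6PDH/diaphorase-coupled fluorescence, 1 mM NADP, 100 µM resazurin, 525/613 nm · Benchmarks – DMSO-enzyme wells negative, buffer-substituted wells positive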
UBC13 inh: human UBC13 polyubiquitination inhibition; P61088; UBC13 polyubiquitin chain formation, TR-FRET; inhibition, % at 20 µM; 330,000 compounds, 0.47% hits; in the data active = inhibition above about 45%, passing the limit was not always enough
Target sequence (P61088 whole entry, looked up): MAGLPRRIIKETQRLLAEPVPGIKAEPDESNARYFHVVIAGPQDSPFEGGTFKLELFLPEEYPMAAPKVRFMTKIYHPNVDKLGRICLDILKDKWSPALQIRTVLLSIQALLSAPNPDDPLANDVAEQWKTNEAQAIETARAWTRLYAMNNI
SENP1 inh: inhibitors of human SENP1 SUMO protease catalytic domain; AID 624204; inhibition, % at 10 µM; 360,000 compounds, 0.21% hits; recombinant SENP1 catalytic domain, CyPet-SUMO1-YPet FRET cleavage;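 active = inhibition at least 30% at 10 µM, raw YFP signal under a set limit, fluorescence ratio 0.5 to 1.5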;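 also: 0% = enzyme with DMSO and 100% = no enzyme wells; some results filed as inactive read as strong as hits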
Target sequence (Q9P0U3 419-644 limits assumed): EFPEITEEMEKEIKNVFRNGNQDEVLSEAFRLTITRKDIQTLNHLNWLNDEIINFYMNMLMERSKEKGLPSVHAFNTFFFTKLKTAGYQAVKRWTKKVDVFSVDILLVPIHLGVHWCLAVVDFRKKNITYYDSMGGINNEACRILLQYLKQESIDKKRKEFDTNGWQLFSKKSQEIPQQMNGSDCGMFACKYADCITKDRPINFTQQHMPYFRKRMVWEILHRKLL
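material = recombinant human SENP1 catalytic domain, His6-tagged | quantity = 20 pM enzyme | reagent = 25 nM SUMO1 FRET substrate | compound dosing = 10 µM single point, 0.5% DMSO | timing = 50 min enzyme reaction, room temperature, light-protected | detection = FRET, CFP and YFP emission | control set = no-enzyme low, enzyme-DMSO high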
Active calls of the source: *; / = no result given.

SMILES	PfGluPho inh	SENP8 block-1	SENP8 block-2	SENP7 inh	MIN6 prolif	SENP6 block	HKDC1 inhibitor	UBC13 inh	SENP1 inh
CC1=CCC(/C=N\Nc2nnc3c(n2)[nH]c2ccccc23)CC1 (stereo not given)	/	-26	/	0	-1	-14	/	-14	/
NC(CC(=O)OC1CCCCC1)C(=O)OC1CCCCC1 (stereo not given)	-5	2	12	5	6	77*	-4	3	-1
COc1ccc(CNC(=O)C[C@H]2C[C@H](C(=O)N3CCOCC3)[C@@]3(C)c4[nH]c5cc(CCC(=O)N(C)C)ccc5c4CCN3C2=O)cc1OC	16	/	-15	-7	/	/	13	/	-2
COc1ccc2c(c1)C(NS(=O)(=O)OCC(Cl)(Cl)Cl)CCC2 (stereo not given)	7	4	4	2	-6	-6	-1	3	3
O=C(NNC(=O)c1ccccc1Br)c1cccs1	-3	-2	-3	8	-4	-12	0	2	0
CCOC(=O)N1CCN(C(=O)C2CCCN(S(=O)(=O)c3ccc(F)cc3)C2)CC1 (stereo not given)	14	2	14	1	-4	2	-9	-3	1
O=C(NC1=NCCS1)c1ccc(Cl)c(S(=O)(=O)N2CCOCC2)c1	-14	-7	16	-8	3	-26	4	-4	3
COc1ccc(Cc2nnc(NN)[nH]c2=O)cc1OC	0	3	24	4	1	-19	-10	-7	0
Cc1ccccc1C(=O)OCCN1CCOCC1	1	-4	12	1	0	-6	-18	4	1
C/C(N)=C(/C#N)C(=O)COC(=O)c1ccc(O)cc1	-11	-8	16	-10	1	-6	9	-9	2
COc1c(C)cc(C(=O)C2CCCN(C(=O)c3cc(C)n(C)n3)C2)cc1C (stereo not given)	-4	0	14	0	-1	-9	-6	-7	3
COc1ccc(CNC(=O)CCN2C(=O)c3ccccc3C2=O)cc1	0	4	7	6	3	-12	0	3	3
O=S(=O)(Nc1ccc(S(=O)(=O)N2CCCCC2)cc1)c1ccc(Br)s1	-33	0	6	6	0	3	-2	-16	0
O=S(=O)(NCC1CCCO1)c1ccc(S(=O)(=O)N2CCCC2)cc1 (stereo not given)	-10	-5	6	0	-2	2	4	8	-1
O=C(c1ccc(CS(=O)(=O)c2ccc(Br)cc2)o1)N1CCN(c2ccccn2)CC1	-4	-4	4	5	-4	-1	2	3	2
COc1ccc(-c2csc(NC(=O)c3ccc(N4C(=O)CCC4=O)cc3)n2)cc1OC	7	-8	-63	-6	-2	-6	-2	39	0
CN(Cc1ccccc1)C1=CC(=[N+]2CCCCC2)CC(C)(C)C1	-8	-9	25	-1	-6	-3	-4	-25	2
O=S(=O)(NC1CCCCC1)c1cccc(-c2nnc(-c3ccccc3)o2)c1	-4	-9	9	6	-5	-4	-5	10	1
Cc1c(Cl)cccc1NS(=O)(=O)c1ccccc1	2	/	18	/	/	/	-2	/	1
Cc1nnc(Nc2ccc(Cl)cc2)n(N)c1=O	-2	-2	-2	0	-2	-10	-2	0	-1
CC1(NC(=S)Nc2ccccc2)CCS(=O)(=O)C1 (stereo not given)	-1	3	7	0	1	-1	-8	7	3
CCSc1nc2ccccc2n1CC(=O)OC	-5	4	28	8	2	-10	0	3	2
COC(=O)CN1C(=O)C2(C(C#N)=C(N)Oc3n[nH]c(-c4cccs4)c32)c2ccccc21 (stereo not given)	-3	-4	16	-4	2	-6	6	-13	0
Cc1ccc(S(=O)(=O)Nc2ccccc2-c2nc3ccccc3[nH]c2=O)cc1	-3	16	-120	1	-3	10	-2	-6	-8
Cc1cccc(C2NC(=O)c3ccccc3O2)c1 (stereo not given)	-13	2	-83	0	-1	10	-1	0	2
CCCCN1C[C@H](COC(=O)CCC)Oc2cccc(F)c2S1(=O)=O	12	/	0	/	/	/	-5	/	0
O=C(Nc1ccccc1)Nc1cccc(Cl)c1Cl	34	30	17	55*	0	74*	5	9	0
Cc1c(NC(=O)c2cc3nc(-c4ccc(Cl)cc4)cc(C(F)(F)F)n3n2)c(=O)n(-c2ccccc2)n1C	-26	2	8	9	-1	0	3	-7	1
O=S(=O)(c1ccc(Nc2ccc3c(c2)OCO3)nc1)N1CCOCC1	5	-10	0	-6	-1	-19	5	-2	-1
c1ccc(OCCCn2nnc(-c3ccc(N4CCOCC4)cc3)n2)cc1	4	-10	14	-13	-3	-4	-2	-3	0
O[C@H]1c2ccccc2[C@H](Cc2cncs2)[C@@H]1Br	26	2	8	0	2	-6	4	5	4
COc1ccc(Nc2ccc(Cl)cc2)c(C(=O)O)c1	-20	3	2	9	0	12	8	-5	1
CCCCN1CC(COCc2ccccc2)Oc2cccc(N3CCCC3)c2S1(=O)=O (stereo not given)	8	/	-63	/	/	/	-2	/	-1
O=c1[nH]c2ccccc2c2ccccc12	11	-8	-29	6	-1	-19	2	3	-1
Cc1cc(N2CCN(Cc3ccccc3)CC2)n2nc(C)c(-c3ccccc3)c2n1	18	-5	-276	-11	-6	6	-3	11	0
Cc1cc(C(=O)NNC(=O)Nc2ccccc2)no1	0	-5	7	5	-2	-57	-1	2	-1
COC(=O)c1ccc(NC(=O)CSc2nncc3ccc(OC)c(OC)c23)cc1	6	-9	-26	-5	1	-16	-4	6	-3
O=C(N/N=C/c1ccccn1)c1cc(-c2ccc(Br)cc2)nc2ccccc12	-9	-6	11	-8	-4	-13	-9	-30	-2
Cc1ccc(C2=NC3(CCCCCC3)NC2=S)cc1	1	3	24	5	0	3	-7	14	1
COc1cc(C(=O)NCCOc2cccc(C)c2)c(Br)c(OC)c1OC	24	-6	21	0	0	-6	-3	1	-1
CCOc1ccc(NC(=O)Nc2nnc(CC)s2)cc1	13	-10	27	-17	-2	-17	-3	5	-2
COc1ccccc1CC(=O)Nc1cccc(F)c1	9	2	11	0	-1	1	-9	10	1
O=C(CCN1C(=O)/C(=C/c2cccs2)SC1=S)N1CCCCC1	-16	-13	35	-7	-3	18	-3	-23	6
O=C(Nc1ccc(NC(=O)c2ccccc2Cl)nc1)c1ccncc1	6	3	12	-3	-4	-6	12	-6	0
O=C(CSc1cccc(C(F)(F)F)c1)NC(=O)NCc1ccco1	9	-3	8	-1	2	-21	-5	1	-1
COCCOc1nc2ccccc2nc1C	-7	5	14	1	-1	-3	4	3	0
CCN(c1ccccc1)S(=O)(=O)c1ccc(C(=O)Nc2ccncc2)cc1	23	-12	11	13	1	-19	-3	-1	1
Cc1cccc[n+]1CC(=O)N1c2ccccc2Sc2ccccc21	-4	-1	16	-2	0	-10	16	-3	-1
O=C(O)c1ccc(CNC(=O)c2ccc(Br)o2)cc1	3	-2	9	-5	-3	-26	-7	-25	0
CCN(CC)S(=O)(=O)c1ccc(N2CCCC2)c(NC(=O)CC(C)(C)C)c1	-2	-5	10	1	-1	-5	-2	0	-1
Cc1cc(C(=O)CN2C(=O)C(=O)N(C3CCCC3)C2=O)c(C)n1CCc1ccccc1	0	4	5	3	-7	-2	-2	-3	-1
COc1ccc(C(=O)Cn2c(Br)nc3c2c(=O)n(C)c(=O)n3C)cc1	-3	3	2	7	0	-13	-9	18	1
COC(=O)c1cc(S(=O)(=O)NCC2CCN(CCc3ccc(OC)cc3)CC2)c[nH]1	-4	-5	14	1	-1	4	-2	-1	1
CCOc1ccccc1C(=O)Nc1ccsc1C(=O)OC	-4	/	6	/	/	/	-8	/	-1
CC(=O)N/C(=C\c1ccccc1)C(=O)OCc1ccc(C)cc1	-8	-1	7	-9	-3	-12	-4	9	2
CC(C)(O)C#Cc1ccc(C(=O)N2CCN(c3ccc([N+](=O)[O-])cc3)CC2)cc1	14	-6	22	-1	-1	-5	10	-16	-2
CC(C)NC(=S)N1CCCN(c2ncccc2[N+](=O)[O-])CC1	4	1	21	7	-4	-16	-5	3	1
c1coc(CNc2nc3ccccc3s2)c1	-4	17	12	43	-4	58*	2	-1	-4
COc1ccc2sc(NC(C)=O)nc2c1	-5	-8	10	23	1	35	-2	-6	2
CCOc1ccc2nc(Cl)c(CN(C(=O)c3cnccn3)C3CCCC3)cc2c1	-3	-11	19	5	-1	-31	1	4	3
(next part)
SMILES	PfGluPho inh	SENP8 block-1	SENP8 block-2	SENP7 inh	MIN6 prolif	SENP6 block	HKDC1 inhibitor	UBC13 inh	SENP1 inh
N#Cc1ccc(OCc2nnc3n2CCCCC3)cc1	-7	-4	9	-1	2	-6	-5	9	0
S=C(NCC1(c2ccccc2)CCCC1)Nc1ccccc1	11	3	17	2	-7	4	4	6	5
C=CCn1c(C)cc(C(=O)CSc2nnc(NC(C)C)s2)c1C	15	2	44*	4	-2	11	5	-1	2
CCCc1ccc(C(=O)COC(=O)CN2C(=O)NC3(CCCCC3C)C2=O)cc1 (stereo not given)	-6	-4	10	-2	3	-5	-3	-13	0
O=c1[nH]c(C2CCN(S(=O)(=O)Cc3ccccc3)CC2)nc2c1nnn2Cc1cccc(Cl)c1	-15	4	7	-1	-2	10	3	19	1
Cn1c(N)c(C(=O)c2cc(-c3ccccn3)nc3ccccc23)c(=O)[nH]c1=O	3	7	2	-1	1	35	-1	-1	-1
Cc1cccc(OCc2nnc(SCC(=O)N(c3ccccc3)C3CCS(=O)(=O)C3)o2)c1 (stereo not given)	-9	-1	1	4	4	7	4	3	-1
c1ccn2c(SCc3ccc4c(c3)OCO4)nnc2c1	10	-10	-21	-4	-1	7	-5	-17	-1
COc1ccc(C(C)=O)cc1CSc1ccc2c(c1)OCCO2	-6	-1	4	7	0	7	-6	4	2
O=S(=O)(NCC1CCCO1)c1ccc(Cl)cc1 (stereo not given)	0	-11	3	10	-1	-5	-3	-1	2
CC(Sc1nnnn1C)C(=O)Nc1ccc2c(c1)OCCO2 (stereo not given)	13	-5	0	2	2	14	-14	-1	1
CCNC(=O)c1nc[nH]c1C(=O)NCC	2	1	15	13	-1	-15	-6	3	-1
O=C(NCc1ccccc1)c1ccc2c(c1)C(=O)N(Cc1cccnc1)C2=O	9	-14	4	-10	3	-5	-3	-1	2
Cc1ccsc1C(=O)OCC(=O)NC1CC1	-3	-1	14	-3	-1	-4	-1	5	1
Cc1ccc(/C=N/n2nnnc2N)cc1	0	4	18	5	-3	-3	-15	7	0
COc1ccccc1OC(C)C(=O)N(Cc1ccco1)C1CCS(=O)(=O)C1 (stereo not given)	-32	3	15	-2	-3	-10	-4	1	3
